Compound activity as filed in PubChem.
USP1 inh = blocks the human USP1/UAF1 deubiquitinase complex; AID 743255; hit rate 0.23% among 390,000; O94782; Potency, µM (highest dose often 57.1 µM), inactives show top-dose activity change, negative = inhibition, usual class: inhibitors; recombinant USP1/UAF1, Ub-Rhodamine cleavage fluorescence; further: potency means the concentration at half of the fitted maximal effect; on the % scale 0 is the no-effect control and ±100 the full control effect; nearly all actives have a fitted effect of over 60% in size; inactives centre near -12
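USP1/UAF1 complex at 1 nM was preincubated with compound for 15 min at room temperature, then Ub-Rho substrate (150nM final) was added. Fluorescence (480/540 nm) was read kinetically, 6 reads every 60 seconds.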
Vif-A3F inh = Vif-A3F binding inhibition | HeLa A3F-eYFP + Vif (tagged APOBEC3F with the HIV-1 protein that degrades it), YFP fluorescence increase | Potency, µM (doses to about 46.1 µM), for the others: at the highest dose activity, negative = active | hit rate 0.2% among 390,000 | AID 602313; further: potency means the concentration at half of the fitted maximal effect; % of control where 0% means no effect; nearly all actives have a fitted effect of over 65% in size
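HeLa cells stably expressing Vif plus C-terminally eYFP-tagged A3F were seeded, incubated overnight at 37 deg C, dosed with compound, incubated overnight again at 37 deg C. Yellow fluorescence (Ex 488/Em 500-530) reported blocked Vif-mediated A3F-eYFP degradation.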
PI4K2A inh = PI4K2A (human) kinase inhibition. activity change, negative = inhibition, % at 76.9 µM. AID 1346378. purified PI4K2A, ADP-Glo luminescence, 1 h; active compounds read low. hit rate 0.13% among 420,000. Q9BTU6; in the data active means activity change below about -50%; inconclusive means mostly about -30% to -49%;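 further: -100% = wells without enzyme as full effect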
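ADP-Glo luminescence measured ADP generated by PI4K2A enzyme (4 ug/mL before mixing) with 1.2 mM PI substrate (pre-mix) and 300 microM ATP (pre-mix). Tris pH7.5 buffer with MgCl2, Triton X-100; 1 h reaction at ambient temperature.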
Glioma ERSR ind = ER stress response induction in glioma; hit rate 0.02% among 420,000; AID 602332; Potency, µM, without a hit: at the highest dose activation, actives largely listed as activators; U87-MG GRP78 promoter luciferase reporter, 16 h; further: potency means the concentration at half of the fitted maximal effect; series mostly up to about 76 µM; % of control where 0% means no effect; nearly all actives have a fitted effect of over 35% in size
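Stably transfected U87-MG glioma cells carrying a GRP78-based luciferase sensor; 16 h compound incubation. Luminescence end-point read 10 min after Bright-Glo addition at room temperature.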
IDH1 R132H inh = inhibitors of human mutant IDH1 R132H | O75874 | IDH1-R132H enzyme, NADPH consumption, diaphorase/resazurin fluorescence | Potency, µM (doses to about 76.6 µM), without a hit: top-dose activity change, negative = inhibition, most hits filed as inhibitors | hit rate 0.093% among 390,000 | AID 602179; further: potency means the concentration at half of the fitted maximal effect; on the % scale 0 is the no-effect control and ±100 the full control effect; nearly all actives have a fitted effect of over 65% in size
Target sequence (O75874 whole entry R132H, stated change not applied): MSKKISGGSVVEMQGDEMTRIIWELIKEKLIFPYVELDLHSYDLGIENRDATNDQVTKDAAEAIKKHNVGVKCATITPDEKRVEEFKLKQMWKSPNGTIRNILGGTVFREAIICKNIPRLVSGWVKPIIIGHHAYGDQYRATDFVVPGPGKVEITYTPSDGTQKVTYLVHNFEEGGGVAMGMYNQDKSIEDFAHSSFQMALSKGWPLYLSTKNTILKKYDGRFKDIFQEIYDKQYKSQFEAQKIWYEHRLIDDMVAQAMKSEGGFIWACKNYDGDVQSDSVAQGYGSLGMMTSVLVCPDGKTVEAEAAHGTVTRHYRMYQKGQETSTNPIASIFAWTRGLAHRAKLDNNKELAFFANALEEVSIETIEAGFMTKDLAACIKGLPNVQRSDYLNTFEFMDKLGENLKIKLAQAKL
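IDH1-R132H (0.5 ug/mL) preincubated 30 min with compound, then NADPH (0.016 mM) and alpha-KG (2 mM) added; 80 min at RT, pH 7.5. Remaining NADPH coupled via diaphorase/resazurin to fluorescence (540/590 nm); concentration-response curves normalized to no-enzyme control.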
RXFP1 agonist = RXFP1 (human) receptor agonism; Q9HBX9; HEK293T-RXFP1 cAMP TR-FRET, 30 min; response scale: percent of porcine relaxin response, buffer zero; Potency, µM (series often up to 57.5 µM), without a hit: at the highest dose activation, actives largely listed as activators; hit rate 0.3% among 370,000; further: potency means the concentration at half of the fitted maximal effect; on the % scale 0 is the no-effect control and ±100 the full control effect; nearly all actives have a fitted effect of over 60% in size; many of its hits are not listed in these tables
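Agonist response is measured as cAMP accumulation in an RXFP1-transfected HEK293T line under PDE4 inhibition. Values are scaled between buffer-only and 29 nM porcine relaxin, and EC50s come from standard Hill equation fits.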
LDHA inh = LDHA (human) enzyme inhibition; P00338; purified LDHA, NADH/diaphorase-resazurin fluorescence; active compounds read low; activity change, % (values are at about 110 or 230 µM); hit rate 0.15% among 480,000; AID 1347041; in the data active means activity change below about -30%; inconclusive means mostly about -25% to -30%;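 further: plate controls were DMSO wells for no effect and wells without enzyme for full effect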
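LDH5 2 nM; NADH 0.06 mM, pyruvate 0.2 mM; 200 mM Tris pH 7.4, EDTA, Tween-20; 5 min RT. Detection: diaphorase 0.133 mg/mL + resazurin 37 µM, fluorescence ex540/em590 at 0 and 20 min; normalized to enzyme-free and DMSO wells.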
TrxR1 substrate = substrates of rat thioredoxin reductase 1; purified TrxR1 substrate turnover, NADPH consumption readout; Potency, µM (series often up to 114 µM), inactives show top-dose activity change, negative = substrate turnover; hit rate 0.01% among 390,000; AID 588456; further: potency means the concentration at half of the fitted maximal effect; on the % scale 0 is the no-effect control and ±100 the full control effect; nearly all actives have a fitted effect of over 50% in size
Target sequence (O89049 whole entry, looked up): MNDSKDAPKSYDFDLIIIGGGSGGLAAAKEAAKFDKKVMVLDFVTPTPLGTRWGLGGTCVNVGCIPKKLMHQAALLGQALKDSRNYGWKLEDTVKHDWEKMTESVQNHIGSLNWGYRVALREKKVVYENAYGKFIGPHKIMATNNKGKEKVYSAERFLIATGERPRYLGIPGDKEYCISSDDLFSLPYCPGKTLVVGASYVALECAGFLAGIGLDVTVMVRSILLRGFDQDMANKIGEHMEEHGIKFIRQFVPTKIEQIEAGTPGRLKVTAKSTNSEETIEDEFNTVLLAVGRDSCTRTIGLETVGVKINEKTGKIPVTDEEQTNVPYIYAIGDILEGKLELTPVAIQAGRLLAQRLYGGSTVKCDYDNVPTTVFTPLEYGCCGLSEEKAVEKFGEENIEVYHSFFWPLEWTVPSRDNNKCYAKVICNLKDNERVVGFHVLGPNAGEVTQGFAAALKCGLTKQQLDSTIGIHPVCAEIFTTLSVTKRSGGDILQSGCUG
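Rat TrxR1, dispensed at 90 nM, was prereduced with 400 uM NADPH (final) for 5 min at ~22 deg C, then incubated with compound 15 min before 400 uM selenite. A first-read NADPH fluorescence drop versus no-compound background flagged substrates.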
Vif-APOBEC3G blk = inhibitors of Vif-APOBEC3G interaction; HeLa A3G-eYFP + Vif (tagged APOBEC3G with the HIV-1 protein that degrades it), YFP fluorescence, overnight; Potency, µM (series often up to 46.1 µM), for the others: at the highest dose activity, negative = active, actives largely listed as inhibitors; hit rate 0.076% among 410,000;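 further: potency means the concentration at half of the fitted maximal effect; on the % scale 0 is the no-effect control and ±100 the full control effect; nearly all actives have a fitted effect of over 60% in size; hits raise eYFP signal because A3G escapes Vif-driven loss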
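HeLa cells stably expressing Vif and C-terminally eYFP-tagged A3G, seeded overnight at 37 deg C, then exposed to compound by pintool overnight at 37 deg C. Rise in yellow fluorescence (Ex 488/Em 500-530, Acumen) marks blocked Vif-driven A3G degradation.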
An asterisk follows results filed as active; ? = inconclusive; . = not tested or not shown; & = joins results of further samples; [ ] = dose if it differs, or a comment. Unless noted, the call rests on the fitted dose curve; in most records, active means well fitted curve in the direction sought with a large enough effect; inconclusive means small, poorly fitted or top-dose-only effect, or another doubt; inactive means no such curve, though single readings can be large; an effect the other way counts as inactive or inconclusive. Only part of the results is shown, so the mix of outcomes need not match the whole.

SMILES	USP1 inh	Vif-A3F inh	PI4K2A inh	Glioma ERSR ind	IDH1 R132H inh	RXFP1 agonist	LDHA inh	TrxR1 substrate	Vif-APOBEC3G blk
O=C(NNC(=S)NC1CC2C=CC1C2)c1ccncc1 (configuration not stated)	-9.4%	1.0%	2.9	-4.6%	-5.9%	0.4%	-9.6	-0.5%[57.1 µM]	-3.1%
CCSc1ncnc2c1sc1nc3c(cc12)COC(C)(C)C3	-9.6%	3.2%	-3.9	7.0%	10.8%	-1.2%	-6.7	2.2%	0.8%
COc1cccc(-c2nc(CS(=O)(=O)CC(=O)N3CCN(c4ccccc4)CC3)c(C)o2)c1	-21.8%	2.3%	-1.6	-1.3%	3.8%	2.1%	5.7	10.8%	1.1%
CN(C)Cc1c(O)ccc2[nH]cnc12	-17.9%	2.9%	7.3	-4.4%	3.2%	1.1%	4.7	8.4%[57.1 µM]	1.5%
O=C(N1CCOCC1)N1CCN(S(=O)(=O)c2ccc(F)cc2)CC1	0.3%	0.0%	0.6	0.8%	0.9%	-0.2%	-4.9	-2.1%	-0.7%
CC(C)OC(=O)CSc1nnc2c(n1)[nH]c1ccc(F)cc12	-16.2%	-6.9%	-1.5	-2.0%	0.0%	-1.2%	0.8	5.2%	-5.9%
COc1ccc(N(Cc2ccccc2)S(=O)(=O)c2cccc(C(=O)NCC3CCCO3)c2)cc1 (configuration not stated)	-4.4%	1.2%	-5.6	-1.4%	0.0%	-1.0%	-2.4	-16.7%[57.1 µM]	0.2%
O=CN(Cc1ccccc1)c1cc([N+](=O)[O-])ccc1OCc1ccccc1	-22.9%	-15.1%	-0.7	0.7%	1.1%	.	14.2	11.9%[57.1 µM]	-2.8%
Cn1c(=O)[nH]c(=O)c2c1nc(NCc1ccccc1)n2Cc1ccc(F)cc1	-13.4%	1.4%	8.7	-1.9%	-5.2%	2.7%	-4.1	-4.4%	-3.1%
CC(=O)C1=C(C)N(Cc2ccccc2)C(=O)N[C@@H]1c1cccc(C(F)(F)F)c1	-15.5%	-6.1%	0.5	2.3%	-12.9%	0.9%	-5.7	1.7%[57.1 µM]	0.0%
Cc1cccc(NC2(C(F)(F)F)N=C3SCCN3C2=O)n1 (configuration not stated)	-19.4%	0.0%	-1.9	-2.0%	-1.8%	0.8%	-1.7	6.3%	-2.7%
CCOC(=O)c1cc2c(=O)n3ccccc3nc2n(Cc2ccco2)c1=NC(=O)c1ccc(OC)cc1	0.5%&2.6%	-19.0%&-25.3%	-2.3&-12.1	-3.1%&-2.6%	-9.9%&-12.7%	0.5%&9.2%	0.1&4.4	15.2%[57.1 µM]	-7.5%&-0.8%
C1CN(c2nc3nonc3nc2N2C[C@H]3CC[C@H]2C3)CCS1	-3.0%	4.2%	1.4	-3.2%	0.6%	-0.6%	-1.9	-7.1%[57.1 µM]	-3.6%
Cc1ccc(-n2c(SCc3nc4ccccc4[nH]3)nnc2-c2ccncc2)cc1	-11.6%	6.0%	-2.6	-4.3%	0.9%	1.0%	-3.6	2.2%[57.1 µM]	-3.3%
COc1ccc(NC(=O)CN2C(=O)CSC(C)C2=O)cc1 (configuration not stated)	-14.7%	11.5%	1.4	-0.2%	1.8%	-2.4%	-0.2	6.4%[57.1 µM]	-4.7%
c1ccc(OCCCc2nc(-c3ccccn3)no2)cc1	-8.9%	.	-0.4	2.3%	15.2%	-0.3%	-8.7	-5.8%	-1.9%
O=C(NNC(=S)NCc1ccco1)c1ccc(S(=O)(=O)N2CCOCC2)cc1	?	-0.7%	-2.8	-3.6%	-6.8%	-1.6%	-3.2	-4.5%	-1.4%
COc1ccc(C(=O)NNC(=S)NC(=O)C(C)(C)C)cc1	-2.7%	-12.7%	-6.2	?	0.0%	2.7%	-9.4	-10.9%	1.0%
COc1ccccc1/C=N/NC(=O)C(NC(=O)c1ccccc1)=C(C)C	-1.2%	6.1%	-2.4	-2.3%	4.3%	2.8%	-1.5	-10.9%	1.8%
NC[C@H](Cc1ccccc1)NCCCCC1CCCCC1	-21.9%	-5.8%	2.8	-6.1%	-5.0%	1.0%	0.1	6.7%	1.7%
COc1ccc(NC(=O)c2cc(-c3ccccc3O)n[nH]2)cc1Cl	-9.0%	-4.9%	-0.6	0.6%	-12.1%	-0.1%	-6.0	0.9%	0.0%
Cc1ccc(-c2csc3ncnc(SCC(=O)O)c23)cc1	-5.7%	-11.6%	-3.6	-2.1%	1.6%	14.6%	-4.3	0.5%	0.5%
COc1ccccc1NS(=O)(=O)c1cccc(C(=O)NNC(=O)c2ccc(Cl)nc2)c1	-12.8%	-7.6%	2.5	-0.3%	-5.2%	.	-2.7	3.2%[57.1 µM]	0.1%
CC1(C(=O)Nc2ccc3c(c2)OCCO3)CCC(=O)N1CCc1c[nH]c2ccccc12 (configuration not stated)	.	.	-0.4	-2.4%	.	.	-7.0	.	2.0%
Cc1cc(C)n(C(=O)c2cc3sccc3[nH]2)n1	?	-10.8%	0.0	3.2%	4.7%	-0.9%	-2.2	4.9%	-0.2%
CCN(CC)CCOC(=O)c1ccc(NC(=O)c2nn(-c3ccc(C)cc3)c(=O)c3c2c2ccccc2n3C)cc1	?	-0.8%	-2.1	-11.2%	9.1%	3.7%	3.0	-0.5%	?
CC1=CC(C)C(/C=N/N=C(N)N)C(C)C1 (configuration not stated)	-8.5%	-0.3%	0.7	-3.0%	1.4%	-1.7%	-7.1	5.4%[57.1 µM]	1.2%
Cc1ccc(S(=O)(=O)N2CCCC(C(=O)N3CCN(C)CC3)C2)cc1 (configuration not stated)	-15.8%	-0.6%	-1.3	-4.1%	5.9%	0.3%	-10.3	-1.7%	1.2%
O=C(Nc1nnc(S(=O)(=O)N2CCCCC2)s1)c1ccc(F)cc1	-6.7%	0.2%	-1.0	-1.4%	35.4%[activator]	-1.6%	-5.5	8.2%[11.4 µM]	5.2%
O=[N+]([O-])c1cc(-c2cnc3ccccc3n2)ccc1Oc1ccc(Br)cc1	-7.4%	-0.4%	-2.6	-1.7%	-1.5%	0.5%	-8.5	-7.8%	-4.3%
CC1=C(C(=O)Nc2ccccc2)C(c2ccco2)NC(=O)N1 (configuration not stated)	-15.2%	0.7%	1.8	-2.5%	0.4%	.	2.0	-1.8%	0.2%
Cc1ccc(N2C(=O)N3[C@H]4c5ccccc5OC[C@@H]4[C@@H](c4ccccc4)[C@@]3(C)C2=O)cc1	-11.3%	1.7%	0.1	-2.6%	0.0%	-0.8%	3.0	4.8%	-8.9%
O=C(Nc1nnc(-c2cccs2)o1)C1CC1	-15.8%	-10.5%	-5.2	-1.3%	0.2%	1.2%	-2.5	18.6%	2.1%
O=C(O)c1cc(-n2[nH]c(=O)c3ccccc3c2=O)ccc1Cl	-10.2%	0.0%	2.8	3.6%	-8.1%	0.2%	0.9	1.5%	3.7%
CC1CCN(Cc2c(C(=O)N/N=C/c3cc(Cl)ccc3O)nnn2-c2nonc2N)CC1	-14.9%	4.5%	1.7	-3.6%	-0.8%	-0.2%	-7.2	2.4%	0.1%
COc1ccc(-c2nc3cnccn3c2Nc2ccc(C)cc2)cc1	-22.4%	-1.1%	-3.9	1.5%	?	4.7%	-1.1	21.7%[57.1 µM]	-12.7%
Cc1ccc(-n2c(-c3ccc(Br)cc3)nc3c(cnn3-c3ccccc3)c2=O)cc1	-24.6%	-19.8%	0.9	0.5%	13.8%	-0.3%	-6.0	10.8%	2.4%
COc1ccc(NC(=O)CC2C(=O)N(c3cccc(OC)c3)C(=O)N2Cc2ccc3c(c2)OCO3)cc1 (configuration not stated)	-26.9%	2.3%	-1.0	-2.4%	38.3%[activator]	0.7%	-0.5	-1.7%	-2.3%
COCCNc1nc2c(S(=O)(=O)c3cc(C)ccc3C)nnn2c2ccccc12	-2.6%	0.8%	8.4	-2.8%	4.6%	?	-2.8	30.6%[activator]	-7.7%
COc1cccc2cc(C(=O)N3CCCCCCC3)c(=O)oc12	-5.9%	3.2%	-9.9	-0.7%	-2.7%	1.2%	-8.2&-5.2	4.3%	-0.5%
CCN(CC)S(=O)(=O)c1ccc2c(c1)N(CC(=O)NCCCN1CCN(c3ccc(OC)cc3)CC1)C(=O)CO2	?	2.8%	-2.5	-1.4%	-5.2%	1.5%	1.7	3.3%[57.1 µM]	-2.5%
CCSCc1nnc(SCC(=O)Nc2nc3ccccc3s2)n1C	-9.5%	8.3%	-10.9	7.2%	0.9%	4.0%	-16.3	-5.8%	-0.6%
Cn1c(=O)[nH]c(=O)c2c1nc(CN1CCN(c3cccc(Cl)c3)CC1)n2CCN1CCOCC1	-15.8%	-10.0%	-2.0	-2.6%	-0.2%	1.3%	-2.9	-9.7%	-4.4%
O=C(NCCc1ccc(Cl)cc1)c1cnc2n(c1=O)CCS2	-25.6%	5.7%	-1.3	1.9%	13.9%	3.4%	-3.7	-0.4%	0.4%
COc1ccc(CCN(Cc2cccs2)S(=O)(=O)c2ccc(-n3cnnn3)c(OC)c2)cc1OC	-7.9%	0.1%	6.2	-3.8%	14.5%	0.4%	4.7	7.9%	0.6%
